Assay outcomes from PubChem BioAssay.
Rab9 promoter act: Rab9 promoter activation. Huh7 Rab9 promoter-luciferase reporter, luminescence, 24 h. Potency, µM (doses to about 9.22 µM), for inactives: at the highest dose activation, negative = inhibition, actives largely listed as activators. hit rate 2.8% among 320,000. AID 485297; note: % of control where 0% means no effect; nearly all actives have a fitted effect of over 60% in size
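Huh7 cells stably carrying Rab9 promoter–luciferase reporter, plated 1500 cells/well, compound added after 2 h and incubated 24 h at 37 °C; luciferase luminescence then read after 10 min with detection reagent.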
ELG1 genotox: genotoxicity induction in ELG1-luciferase HEK293T cells; hit rate 1.3% among 330,000; HEK293T ELG1-luciferase reporter, luminescence, 16 h; Potency, µM (top dose mostly 46 µM), without a hit: at the top dose activity change, positive = activation, most hits filed as activators; note: % of control where 0% means no effect; nearly all actives have a fitted effect of over 60% in size
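After overnight (16 hr) compound treatment at 37 °C, ELG1-luciferase HEK293T cells were lysed with ONE-Glo; luminescence quantified 30 min later at room temperature.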
FLuc modulator: firefly luciferase modulation, counter-screen for miR-21 project | P08659 | purified FLuc, Km substrates, luminescence inhibition | Potency, µM (highest dose often 57.5 µM), for inactives: top-dose activity change, negative = inhibition, hits mostly inhibitors | hit rate 6.9% among 360,000 | AID 588342;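 note: plate controls were vehicle for no effect and reference inhibitor for full effect; nearly all actives have a fitted effect of over 55% in size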
Target sequence (P08659 whole entry, looked up): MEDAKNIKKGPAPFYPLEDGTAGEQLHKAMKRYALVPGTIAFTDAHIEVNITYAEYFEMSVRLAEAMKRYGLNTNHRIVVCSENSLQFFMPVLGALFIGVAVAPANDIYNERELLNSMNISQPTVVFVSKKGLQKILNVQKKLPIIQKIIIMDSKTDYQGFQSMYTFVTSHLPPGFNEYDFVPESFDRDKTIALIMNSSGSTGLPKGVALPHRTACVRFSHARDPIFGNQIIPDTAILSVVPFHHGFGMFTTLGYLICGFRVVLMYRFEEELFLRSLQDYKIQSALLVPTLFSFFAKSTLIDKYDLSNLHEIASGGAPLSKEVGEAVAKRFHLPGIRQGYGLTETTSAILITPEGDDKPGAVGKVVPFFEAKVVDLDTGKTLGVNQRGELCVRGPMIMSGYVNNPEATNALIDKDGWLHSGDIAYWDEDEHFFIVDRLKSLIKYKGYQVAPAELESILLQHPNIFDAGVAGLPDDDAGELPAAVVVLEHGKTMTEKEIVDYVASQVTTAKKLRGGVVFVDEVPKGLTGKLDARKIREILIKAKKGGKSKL
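Purified P. pyralis luciferase, 10 nM final, with Km-level 10 uM D-luciferin and 10 uM ATP in 50 mM Tris acetate pH 7.5, 10 mM Mg acetate, 0.01% Tween-20, 0.05% BSA; 6-point qHTS titration about 60 µM downward; luminescence read.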
Gal4-VP16 FLuc: Gal4-VP16 reporter inhibition counter-screen. Drosophila S2 Gal4-VP16 UAS-luciferase, luminescence, 20 h. Potency, µM (top dose mostly 53.6 µM), for the others: at the highest dose activity, negative = inhibition, most hits filed as inhibitors. hit rate 3.5% among 310,000;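 note: Gal4-VP16 expression switched on by copper sulfate through the metallothionein promoter; % is set by controls: 0 for no effect and ±100 for the full control effect; nearly all actives have a fitted effect of over 50% in size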
BRCA1 expr up: BRCA1 expression activation; MCF7-BRCA1-FFLuc reporter, luminescence, 48 h; response scale: scaled: vehicle 0%, 10 µM genistein 100%; Potency, µM (series often up to 46.1 µM), for the others: at the highest dose activation, hits mostly activators; hit rate 1.1% among 380,000; note: nearly all actives have a fitted effect of over 80% in size; some results filed as inactive show a strong effect at the top dose
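Cells: MCF7-BRCA1-FFLuc, 2000/well. Exposure: 48 h, 37 °C, 5% CO2. Read: luminescence, 15 min post-substrate. Controls: genistein 10 microM (maximal activation), DMSO (neutral).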
MBNL1 CUG block: MBNL1-poly(CUG) RNA binding inhibition. TR-FRET MBNL1-His/biotin-(CUG)12 binding, 665/545 ratio. Potency, µM (series often up to 57.5 µM), inactives show at the highest dose activity change, negative = inhibition, actives largely listed as inhibitors. AID 2675. Q9NR56. hit rate 0.036% among 280,000; active = well fitted inhibition curve with a large enough effect in the signal ratio, with a control signal flat, not every such curve was filed as active; inconclusive = small, poorly fitted or top-dose-only effect, or effect the other way, or a change in a side signal; inactive = no such curve, though single readings can be large or run the other way; the % refers to the signal ratio; note: % is set by controls: 0 for no effect and ±100 for the full control effect
Target sequence (Q9NR56 whole entry, looked up): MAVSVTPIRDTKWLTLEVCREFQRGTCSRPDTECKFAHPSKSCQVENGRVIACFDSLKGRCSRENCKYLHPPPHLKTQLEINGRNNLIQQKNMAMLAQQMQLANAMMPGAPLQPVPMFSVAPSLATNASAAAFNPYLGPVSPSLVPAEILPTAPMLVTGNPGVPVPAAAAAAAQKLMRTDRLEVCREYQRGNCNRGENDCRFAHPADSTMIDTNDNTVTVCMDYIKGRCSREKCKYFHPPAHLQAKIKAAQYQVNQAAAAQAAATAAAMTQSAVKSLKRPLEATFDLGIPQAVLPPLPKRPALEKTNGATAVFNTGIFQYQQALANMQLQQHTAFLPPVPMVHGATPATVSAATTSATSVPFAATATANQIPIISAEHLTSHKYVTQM
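Compounds (final 92 nM to 58 uM) are added to His-tagged MBNL1 and biotin-(CUG)12, then terbium anti-His antibody and streptavidin-XL665 (5 nM final). After 60 min at room temperature, the 665/545 nm ratio is read.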
p53 reactivation: mutant p53 re-activation in reporter cells; hit rate 0.063% among 320,000; H1299 p53-A138V BP100-luciferase reporter, luminescence, 24 h; Potency, µM (top dose mostly 92.2 µM), without a hit: top-dose activity change, positive = activation, usual class: activators; AID 504706; note: % of control where 0% means no effect; nearly all actives have a fitted effect of over 45% in size
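p53-null H1299 cells stably carrying temperature-sensitive p53-A138V and a BP100-luciferase reporter were pinned with compounds (4-point, 1:5 series) and held 24 hrs at 37 deg C. Luminescence was read 10 min after detection reagent.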
uPA surface inh: cell surface uPA generation inhibition; cell surface uPA generation assay, qHTS; Potency, µM (doses to about 38.3 µM), without a hit: top-dose activity change, negative = inhibition, actives largely listed as inhibitors; hit rate 0.31% among 330,000; active = well fitted inhibition curve with a large enough effect; inconclusive = small, poorly fitted or top-dose-only effect; inactive = no such curve, though single readings can be large or run the other way; tested in mouse RAW 264.7 cells; note: % is set by controls: 0 for no effect and ±100 for the full control effect; nearly all actives have a fitted effect of over 55% in size
CXXC DNA block: MLL CXXC-DNA interaction inhibition | MLL-CXXC / FITC-HOXA9 DNA fluorescence polarization | Potency, µM (series often up to 115 µM), without a hit: top-dose activity change, negative = inhibition, usual class: inhibitors | Q03164 | hit rate 0.037% among 290,000; active = well fitted inhibition curve with a large enough effect in the polarisation, with a control signal flat, not every such curve was filed as active; inconclusive = small, poorly fitted or top-dose-only effect, or effect the other way, or a change in a side signal; inactive = no such curve, though single readings can be large or run the other way; the % refers to the polarisation
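Fluorescence polarization: 7 uM MLL-CXXC (stock) preincubated 5 min with compounds, then 50 nM fluorescein-HOX-A9 DNA (stock) added; 30 min ambient. Buffer 50 mM Tris-HCl pH 7.5, 50 mM NaCl, 1 mM DTT, 0.05% BSA.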
RORgamma inh: blocks mouse ROR gamma transcriptional activity. P51450. Drosophila S2 Gal4-RORgamma UAS-luciferase reporter, 20 h. Potency, µM (series often up to 53.6 µM), for the others: at the highest dose activity change, negative = inhibition, most hits filed as inhibitors. hit rate 5.4% among 310,000. AID 2551; note: % is set by controls: 0 for no effect and ±100 for the full control effect; nearly all actives have a fitted effect of over 60% in size
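Read-out: Photinus luciferase luminescence; inhibitors lower reporter signal. Insect Schneider cells with Gal4-ROR gamma fusion under metallothionein promoter, UAS reporter; 700 uM final copper sulfate induction, 20 hr, ambient temperature.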
NPC1 promoter act: activates the NPC1 promoter | Huh7 NPC1 promoter luciferase reporter, 24 h | Potency, µM (highest dose often 9.22 µM), for the others: at the top dose activation, usual class: activators | hit rate 2.4% among 320,000 | AID 485313;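 note: % of control where 0% means no effect; nearly all actives have a fitted effect of over 60% in size; reporter is driven by a mutant NPC1 promoter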
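Huh7 cells stably carrying NPC1 promoter–luciferase, plated in Opti-MEM with 10% FBS for 2 h, were exposed to compound in DMSO for 24 h at 37 °C; luciferase reagent was added for 10 min and luminescence read.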
* marks the source's active call; other numbers are inactive results; ? = inconclusive; . = no result given. Unless noted, calls come from the whole dose curve; as a rule, active = well fitted curve in the direction sought with a large enough effect; inconclusive = small, poorly fitted or top-dose-only effect, or another doubt; inactive = no such curve, though single readings can be large; an effect the other way counts as inactive or inconclusive. Potency is the fitted concentration of half-maximal effect. Not all compounds are listed, so the mix of outcomes need not match the whole.

Order of values – Rab9 promoter act	ELG1 genotox	FLuc modulator	Gal4-VP16 FLuc	BRCA1 expr up	MBNL1 CUG block	p53 reactivation	uPA surface inh	CXXC DNA block	RORgamma inh	NPC1 promoter act
> CCC(CC)C(=O)Nc1ccc(C)cc1O
  -7.0%	0.9%	5.0%	-4.7%	-5.2%	6.2%	1.5%	1.8%	-0.7%	2.9%	0.5%
> CC(=O)c1c(C(C)=O)c(C)n(-c2nc(-c3ccccc3)c(C)s2)c1C
  -11.8%	-1.2%	0.2%	8.9%	-31.8%	10.7%	-8.8%	4.2%	1.2%	5.0%	-1.6%
> O=C(CCl)NNc1nc(-c2ccccc2)c2cc(Cl)ccc2n1
  1.5%	2.4%	4.5%	17.8µM*	-56.1%	29.7%	-13.1%	-9.8%	-28.0%	?	1.0%
> Cc1nn(-c2ccccc2)c(N2CCCC2)c1/C=C1\N=C(c2ccccc2)OC1=O
  -6.4%	0.2%	-1.6%	-9.1%	-39.6%	-4.2%	-0.6%	3.6%	?	-4.9%	-2.6%
> O=C(NNC(=O)c1ccccc1)C(=O)N1CCCCC1
  8.3%	0.1%	-0.6%	0.6%	1.9%	3.0%	16.7%	0.8%	-9.7%	-8.5%	-1.8%
> COc1ccc(-n2c(SCC(N)=O)nnc2-c2ccc(NS(=O)(=O)c3ccc(C)cc3)cc2)cc1
  3.4%	6.4%	0.7%	3.3%	-16.5%	-16.0%	-4.6%	2.4%	2.6%	-14.0%	-2.4%
> NC(=O)c1cc(C(N)=O)nc(Cl)n1
  -3.8%	-4.0%	2.2%	2.8%	-18.2%	?	3.4%	10.4%	-7.3%	-13.6%	-0.2%
> CCOC(=O)C1=C(C)Nc2nc(=S)[nH]n2C1c1ccc(Cl)cc1 (configuration not stated)
  -2.6%	-0.2%	-19.7%	-13.5%	-2.7%	-12.7%	-3.6%	1.5%	15.6%	10µM*	-1.7%
> COc1cc(C(=O)Nc2nnc(C)s2)c([N+](=O)[O-])cc1OC
  0.0%	-0.5%	-4.1%	-7.0%	-8.3%	.	-2.1%	-1.1%	-29.8%	5.3%	0.4%
> CC(C)Oc1ccc(CNC(=O)C2CCN(C(=O)N3CCOc4ccccc43)CC2)cc1
  0.2%	-7.3%	0.8%	-2.1%	31.4%	3.7%	.	2.3%	.	8.2%	-1.4%
> O=C(CCC(=O)N(CC(=O)NC1CCCCC1)c1ccc(F)cc1)Nc1nccs1
  -1.1%	-0.7%	1.3%	8.2%	-7.7%	-7.5%	2.6%	-5.3%	-4.0%	?	-4.2%
> COc1ccc(S(=O)(=O)N(C(=O)c2ccco2)c2cc3sc(=O)oc3c3ccccc23)cc1
  16.8%	-12.3%	1.3%	?	-72.3%	.	-6.4%	-2.3%	?	?	-1.4%
> O=C(N/N=C/c1ccc(O)cc1)c1cccc(N/N=C/c2ccc(O)cc2)c1
  0.891µM*	?	2.13µM*	1.7%	13.2%	.	3.8%	-3.7%	3.1%	-0.8%	0.562µM*
> N/C(=N\OC(=O)CN1C(=O)c2ccccc2C1=O)c1ccc(Cl)cc1
  0.9%	7.9%	?	6.3%	16.9%	1.8%	0.8%	1.6%	4.1%	1.6%	-3.4%
> CCn1c(=O)n(CC)c2cc(S(=O)(=O)Nc3cc(C)cc(C)c3C#N)ccc21
  -12.4%	2.3%	0.7%	16.9%	6.4%	-1.8%	-3.3%	.	-3.5%	11.2%	-1.7%

Continued.
Order of values – Rab9 promoter act	ELG1 genotox	FLuc modulator	Gal4-VP16 FLuc	BRCA1 expr up	MBNL1 CUG block	p53 reactivation	uPA surface inh	CXXC DNA block	RORgamma inh	NPC1 promoter act
> O=P(O)(c1ccc(Cl)cc1)c1ccc(Cl)cc1
  3.9%	0.6%	-1.7%	0.7%	-38.9%	-8.1%	-15.2%	-1.6%	-3.8%	-19.6%	-1.8%
> CCOC(=O)Nc1ccc2c(COC(=O)CNS(=O)(=O)c3ccc(NC(C)=O)cc3)cc(=O)oc2c1
  14.1%	5.8%	-2.7%	3.0%	30.7%	-4.0%	-2.4%	3.4%	-14.7%	27.0%	4.2%
> Cn1cccc1Cc1nnc(SCC(=O)Nc2nccs2)n1C
  -3.6%	0.8%	1.8%	-1.6%	3.6%	0.9%	14.3%	-12.3%	18.4%	-14.2%	-1.6%
> CN(C)CCOc1ncnc2c1oc1ccccc12
  2.2%	-1.2%	0.6%	1.6%	29.6%	0.2%	-1.8%	.	0.9%	-13.1%	-3.2%
> Cc1csc(=O)n1CC(=O)OCC(=O)NCc1ccc(Cl)cc1Cl
  0.3%	11.0%	-0.6%	.	-3.4%	.	-1.7%	4.7%	.	.	-2.7%
> O=C(COc1ccccc1Cl)NC1CC1
  21.8%	16.2%	-0.7%	22.5%	47.2%	0.2%	20.5%	1.8%	14.8%	8.3%	15.4%
> COc1cc(C(C)=O)ccc1Oc1ccc(S(=O)(=O)N2CCOCC2)cn1
  2.0%	-1.0%	1.6%	.	-29.2%	.	-6.0%	-4.3%	.	.	-0.3%
> COC(=O)c1c(Cc2ccccc2Cl)c[nH]c1C
  -4.4%	0.0%	2.1%	4.8%	-23.1%	1.3%	-1.4%	-2.6%	19.2%	24.5%	-2.0%
> CCCS(=O)(=O)N1CCCC(C(=O)NCCN(Cc2ccccc2)C(C)C)C1 (configuration not stated)
  -0.7%	1.4%	3.1%	-2.2%	-17.0%	-3.0%	2.0%	2.6%	1.2%	0.2%	-1.9%
> COc1ccc(C(=O)Nc2ccc3nc(N4CCN(C)CC4)cc(C)c3c2)c(OC)c1
  -0.3%	7.3%	16.9µM*	-23.7%	-28.8%	-19.8%	-6.8%	-6.2%	?	?	0.1%
> COCCCn1cnc2c(c1=O)c1nc3ccccc3nc1n2-c1ccccc1
  1.8%	-1.2%	2.4%	-5.6%	9.2%	?	-0.3%	7.6%	5.3%	6.4%	1.2%
> CCN1CCN(C(=O)Cn2ncc3ccsc3c2=O)CC1
  0.3%	-1.6%	-1.9%	0.4%	-5.4%	28.1%	6.0%	-14.4%	-0.8%	-25.9%	0.5%
> Cc1nn(C(C)C(=O)N/N=C/c2ccc(N(C)C)cc2)c(C)c1[N+](=O)[O-] (configuration not stated)
  -5.8%	0.9%	-2.0%	3.7%	-6.1%	12.8%	-1.1%	-2.9%	-4.8%	42.1%	-1.7%
> CCCCn1c(N)c(N(CCOC)C(=O)c2ccc(-n3c(C)ccc3C)cc2)c(=O)[nH]c1=O
  0.8%	17.5%	0.4%	.	1.7%	.	16.7%	-7.6%	.	.	-4.0%
> CCNC(=S)NNc1ccccc1
  0.1%	-1.7%	-4.4%	3.98µM*	11.1%	-6.6%	2.2%	-2.2%	-2.5%	0.708µM*	0.7%

Next section, overlapping the part above by two compounds.
Order of values – Rab9 promoter act	ELG1 genotox	FLuc modulator	Gal4-VP16 FLuc	BRCA1 expr up	MBNL1 CUG block	p53 reactivation	uPA surface inh	CXXC DNA block	RORgamma inh	NPC1 promoter act
> CCCCn1c(N)c(N(CCOC)C(=O)c2ccc(-n3c(C)ccc3C)cc2)c(=O)[nH]c1=O
  0.8%	17.5%	0.4%	.	1.7%	.	16.7%	-7.6%	.	.	-4.0%
> CCNC(=S)NNc1ccccc1
  0.1%	-1.7%	-4.4%	3.98µM*	11.1%	-6.6%	2.2%	-2.2%	-2.5%	0.708µM*	0.7%
> CC(O)(CS(=O)(=O)c1ccc(Br)cc1)c1ccccc1 (configuration not stated)
  -2.8%	-4.7%	-0.7%	-2.1%	-2.9%	-10.3%	-0.9%	5.5%	-16.7%	-1.4%	0.8%
> O=[N+]([O-])c1ccc2c(c1)S(=O)c1ccccc1-2 (configuration not stated)
  -8.2%	-0.4%	-1.2%	-14.9%	-10.6%	?	-2.5%	-6.2%	2.3%	-13.7%	1.1%
> COc1ccc(N2CCN(c3nc(NC(C)(C)C)nc(N4CCCCC4)n3)CC2)cc1
  -2.7%	2.1%	-0.1%	-2.7%	-17.1%	-3.6%	23.1%	8.4%	0.3%	7.0%	-2.4%
> Cc1ccc(S(=O)(=O)N(C)CC(O)Cn2c3ccccc3c3ccccc32)cc1 (configuration not stated)
  -3.4%	-5.7%	-0.7%	?	-60.1%	-2.1%	-4.7%	7.0%	-4.2%	?	-3.9%
> CC1CCN(S(=O)(=O)c2cnc(Cl)c(Br)c2)CC1
  -2.7%	-3.1%	2.7%	-10.5%	-38.4%	-18.3%	-12.3%	0.7%	14.4%	4.9%	2.2%
